Compound activity (PubChem BioAssay)
12-LOX inh: ALOX12 (human) lipoxygenase inhibition | AID 1671190 | purified 12hLO, xylenol orange hydroperoxide absorbance | Potency, µM (top dose mostly 108 µM), for the others: top-dose activity change, negative = inhibition, most hits filed as inhibitors | P18054 | 580,000 compounds, 1.1% hits; active = well fitted inhibition curve with a large enough effect; inconclusive = small, poorly fitted or top-dose-only effect, or another doubt; inactive = no such curve, though single readings can be large or run the other way
Target sequence (P18054 whole entry, looked up): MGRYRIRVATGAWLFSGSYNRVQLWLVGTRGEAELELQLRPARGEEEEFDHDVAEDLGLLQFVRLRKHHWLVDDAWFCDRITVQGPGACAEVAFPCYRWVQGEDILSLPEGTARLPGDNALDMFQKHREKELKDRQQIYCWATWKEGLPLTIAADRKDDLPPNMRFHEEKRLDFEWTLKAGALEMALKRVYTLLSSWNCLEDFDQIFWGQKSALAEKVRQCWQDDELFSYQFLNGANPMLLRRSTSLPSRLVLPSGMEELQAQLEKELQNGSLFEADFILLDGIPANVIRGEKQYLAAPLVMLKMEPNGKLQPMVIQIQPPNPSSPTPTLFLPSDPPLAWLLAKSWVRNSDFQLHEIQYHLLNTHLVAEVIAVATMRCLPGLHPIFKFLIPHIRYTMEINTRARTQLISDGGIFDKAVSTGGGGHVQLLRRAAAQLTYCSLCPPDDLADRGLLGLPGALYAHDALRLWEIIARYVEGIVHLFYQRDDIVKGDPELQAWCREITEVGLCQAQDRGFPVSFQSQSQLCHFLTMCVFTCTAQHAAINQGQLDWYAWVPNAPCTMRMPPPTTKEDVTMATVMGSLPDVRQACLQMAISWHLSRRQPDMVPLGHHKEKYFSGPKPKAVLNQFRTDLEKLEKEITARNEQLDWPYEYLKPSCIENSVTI
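Purified human 12hLO (150 nM final) in 25 mM Hepes, 0.01% Triton X-100, pH 7.0 was preincubated 15 min at room temperature with compound. Then 40 uM arachidonic acid was added, 30 min. Hydroperoxide was read by Fe-XO absorbance ratio 573/405 nm.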
* hit, by the source's call; ? = inconclusive; [ ] = dose if it differs, or a comment. % is set by controls: 0 for no effect and ±100 for the full control effect; potency is the fitted concentration of half-maximal effect. Some of the compounds tested; count on the stated rates, not on these rows.

molecule	12-LOX inh
C(=C/c1ccccc1)/c1ccccc1	-16.1%
CC(C)n1cc2cc(C(=O)N3CCN(Cc4ccc5c(c4)OCO5)CC3)sc2c1	?
COc1ccc(Cl)cc1NC(=O)CCC1CCCN(C(=O)c2ccnn2C)C1 (stereo unspecified)	-0.8%
N#Cc1cccc(NC(=O)N[C@H]2CC[C@@]34CCCN3C(=O)CCC[C@H]4C2Cc2ccccc2)c1 (stereo partly specified)	?
Cc1nonc1C(=O)N1CCc2ncnc(NCc3ccon3)c2CC1	12.1%
CC(C)C(=O)Nc1ccc2c(c1)CN(CCc1ccc(F)cc1)C(=O)C(C)O2 (stereo unspecified)	16.1%
COc1ccccc1N1CCN(C(=O)c2noc(-c3ccc(C)cc3)n2)CC1	36.4%
Cc1cc(=O)n(CC(=O)Nc2cc(F)ccc2F)c(-c2ccccc2)n1	22.2%
C[C@@H]1CN([C@@H](C)CO)C(=O)CCCn2cc(nn2)CO[C@H]1CN(C)C(=O)C1CC1	7.8%
CCC(=O)N1CCC(OC2CCN(Cc3cccnc3)CC2)CC1	16.3%
Cc1oc2c(c1C(=O)N1CCOCC1)CN(Cc1cccnc1)CC2	25.0%
CCc1nc(-c2c3n(c(=O)n(CC(=O)Nc4cccc(F)c4)c2=O)CCCC3)no1	4.6%
O=C(Cc1ccc(F)cc1)N1CCOc2ccc(CN3CCc4ccccc4C3)cc2C1	2.7%
O=C(NCc1ccc2c(c1)OCO2)c1ccc2c(c1)N(C(=O)c1ccc(F)cc1)CC2	11.2%
CN1C(=O)C2(CCN(C(=O)C3(c4ccccc4)CC3)CC2)c2ccccc21	34.1%[activator]
COc1ccc(CNC(=O)CCC2CCN(S(=O)(=O)c3ccccc3)CC2)cc1OC	-9.9%
CN1OC[C@@H]2CN(C(=O)C3CCCCC3)[C@H](c3ccc(N4CCCCC4)cc3)C[C@@H]21	-6.6%
CN(C)CCCCl	?
CNC(=O)[C@@H]1CN(C(=O)c2cccc(Br)c2)C[C@H]1CO	7.7%
CC1(c2noc(C3CC3)n2)CCN(C(=O)CCc2cc(Cl)no2)CC1	8.1%
O=C1CCN(Cc2cccc(F)c2)CCCOCCN1	47.2%[activator]
O=C1c2c(nc(COc3cc(F)cc(F)c3)n2Cc2ccccc2)NCCN1Cc1ccccc1	-2.3%
O=C(Cc1cccc(C(F)(F)F)c1)N1CCN(c2nnc3ccc(Cl)cn23)CC1	41.7%[activator]
O=S(=O)(c1ccccc1Cl)N1CCCC1c1nncn1Cc1ccncc1 (stereo unspecified)	31.9%[activator]
CN1CCN(c2nc3c(s2)CN(C(=O)CCC2CCCC2)CC3)CC1	?
O=[S+]([O-])(c1ccc(Cl)cc1)c1nnn2c1nc(N1CCC(F)CC1)c1ccccc12	?
CC(=O)N1CCC(NC[C@H]2O[C@@H]3C[C@@H](CC(=O)NCc4cnn(C)c4)O[C@@H]3[C@@H]2O)CC1	-1.6%
CNC(=O)[C@H]1C[C@H](Oc2cccnc2)CN1S(=O)(=O)c1ccccc1	37.0%
OC1CC([C@H](NC2CSCCSC2)c2ccc3c(c2)CCO3)C1 (stereo partly specified)	45.6%[activator]
CN(CCc1noc(C2CC2)n1)C(=O)C1CC(=O)N(C(C)(C)C)C1 (stereo unspecified)	66.0%[activator]
C=CCNC(=O)C[C@@H]1CCN(C(=O)C2CC2)C[C@@H]1CC	5.4%[176 µM]
O=C1CCN(CC2CC2)CCCC(c2nc(-c3cccnc3)no2)CCN1 (stereo unspecified)	53.7%[activator]
Cc1nn2c(c1-c1ccccc1-c1ccccc1)N(Cc1ccc(O)cc1)CCC2	?
O=C1COc2ccc(-c3ccccc3)nc2CN1Cc1ccc(F)cc1	?
Cc1nc([C@@H]2CN(C(=O)C(C)(C)C)C[C@H]2C(N)=O)n[nH]1	37.0%
Cc1nc(C2(C)CCN(S(=O)(=O)c3c(C)noc3C)CC2)no1	5.5%
Cc1cnn(CCC(=O)N2CCC3(CCOCC3)CC2)c1	40.8%[activator]
NCC(=O)N1CCC(n2nccc2NC(=O)c2ccc3c(c2)OCO3)CC1	44.4%[activator]
NC(=O)c1cccc2cn(-c3ccc([C@@H]4CCCNC4)cc3)nc12	-34.6%[57.4 µM]
COc1ccccc1NC(=O)N1CCCC2(CCC(=O)N(CC3CC3)C2)C1 (stereo unspecified)	20.4%
COc1cccc(CC(=O)N2CCCC(CN3CCCC3)CC2)c1 (stereo unspecified)	50.6%[activator]
O=C(Cn1cccc1-c1nc(-c2ccc(F)cc2)no1)Nc1ccccc1F	77.5%[activator]
Cc1ccc(C(=O)N2CCC(n3cc(-c4nc(C5CC5)no4)nn3)C2)cc1 (stereo unspecified)	19.4%
Cc1ncsc1CN1CCc2nn(CC3CC3)c(=O)n2CC1	8.0%
O=C(Cc1cccs1)Nc1ccc2c(N3CCCCC3)ncnc2c1	37.5%[activator]
COc1ccc([C@H]2c3cc(OC)c(OC)cc3C[C@@H](C)[C@@H]2C)cc1OC	-0.4%
Cc1nnnn1-c1cccc(C(=O)N2CC[C@@](O)(C3CCOCC3)[C@H](C)C2)c1	2.0%
COC(=O)[C@H](C(C)C)N(CCCc1cn(CC2CCCCC2)nn1)S(=O)(=O)c1ccccc1Br	-8.4%
O=C(Nc1ccc(F)c(F)c1)N1CCc2c(c3ccccc3n2CC2CC2)C1	54.3%[activator]
COc1ccc(OCc2nc(C3CN(C(=O)Cc4c[nH]c5ccccc45)C3)no2)cc1	2.6%
CC(CCc1ccccc1)NC(=O)c1ccc(Cn2ccn3nc4c(c3c2=O)CCCC4)cc1 (stereo unspecified)	?
Cc1nc(C)c(C(=O)N2CCCN(S(C)(=O)=O)C(c3ccccc3)CC(=O)NCC2)s1 (stereo unspecified)	28.2%
Cc1ccc(O[C@H]2COCC[C@H]2NC(=O)Cc2c(F)cccc2Cl)cn1	?
CCc1ccc(NC(=O)Cn2c(N3CCC(C)CC3)nc(C)cc2=O)cc1	32.9%[activator]
O=C(NCc1ccc(C(F)(F)F)cc1)C1CN(c2ccc(Cl)cc2)C(=O)N1 (stereo unspecified)	-0.7%
CCS(=O)(=O)N1CCCOCCNC(=O)[C@@H]2CCC[C@@H]21	47.9%[activator]
COc1cc(CN2CCCC23Cc2ccccc2CNC3=O)ccc1F (stereo unspecified)	6.1%[6.33 µM]
Cc1ccccc1CNC(=O)C1CCC(=O)N(CCCc2ccccc2)C1 (stereo unspecified)	8.1%
COC1CN(c2cccc(F)c2)C12CCN(C(=O)c1ccco1)CC2 (stereo unspecified)	12.2%
CS(=O)(=O)N1CCC(C2CCN(C(=O)NC3CCCC3)C2)CC1 (stereo unspecified)	28.7%

Next structures
molecule	12-LOX inh
O=C(C1CCOCC1)N1CCC(c2noc(-c3ccncc3)n2)C1 (stereo unspecified)	12.9%
O=C(CC1CCCN(c2cnn(CC3CC3)c(=O)c2)C1)NCCc1ccncc1 (stereo unspecified)	18.1%
CCN1CCCN(C(=O)CCC2CCCC2)CC12CCOCC2	27.0%
CC(C)CCN1C[C@@H]2[C@H](C1)N(CCOc1ccccc1)C(=O)C(C)(C)[S+]2(=O)[O-]	17.7%[176 µM]
CCCC(=O)N1CCC(N2C(=O)C3(CCCCC3)C2c2ccccc2)CC1 (stereo unspecified)	-4.7%
COc1ccc(CN2CCCC23Cc2ccccc2CNC3=O)c(O)c1 (stereo unspecified)	-1.8%[6.33 µM]
CCN1c2cc(C(=O)Nc3cccc(SC)c3)ccc2C(=O)N2CCCCC21 (stereo unspecified)	7.1%
O=C(NCCCN1CCCC1=O)c1ccc(-c2ccc(N3CCSCC3)nc2)cc1	40.5%
O=C(Cn1cccc1-c1nc(-c2ccccc2)no1)NCc1ccc(F)cc1F	16.7%
Clc1ccc(C2Cn3nnc(-c4noc(C5CC5)n4)c3CO2)cc1 (stereo unspecified)	-21.2%
Cc1ccccc1C(=O)NC(C(=O)N1CCCC1)C1CCN(C(=O)c2ccc3c(c2)OCO3)CC1 (stereo unspecified)	27.4%
O=C(C1CCC1)N1CC[C@H]2COC(=O)N2c2ccccc2C1	58.1%[activator][176 µM]
CCc1nc(CN(C)C(=O)C2CCCN2C(=O)C2CCCCC2)no1 (stereo unspecified)	0.8%
CCN1C(=O)CN(C(=O)CC(C)C)CC12CCOCC2	13.1%
CN(Cc1ccccc1)Cc1cc(C[C@H]2CNCC[C@H]2CC(=O)NC2CCCCC2)no1	15.4%
CN(CC1CCOC1)S(=O)(=O)c1ccc(F)cc1F (stereo unspecified)	38.5%
CC1(C(=O)NCCCN2CCCC2=O)CCCCC(=O)N1 (stereo unspecified)	13.2%
O[C@H]1CC[C@@H](Cc2cc(COc3ccccc3)on2)O[C@@H]1CNC1CCNCC1	42.5%[activator]
Cc1ccsc1-c1[nH]nc2ncc(-c3ccc(CO)cc3)nc12	-19.7%[176 µM]
COc1ccc(Nc2cc3[nH]c(-c4ccc(C(=O)N(C)C)cc4)cc3cn2)c(OC)c1	-5.3%
CC(=O)N1CCCC1c1nc(C2CN(Cc3ccc(F)c(Cl)c3)C2)no1 (stereo unspecified)	50.0%
FC(F)(F)c1cccc(-c2cc(-c3cccnc3)c3cncn3c2)c1	?
CNC(=O)[C@@H]1CN(C(=O)c2ccc(C)c(F)c2)C[C@H]1COC	-3.2%
Cc1ccc(Cn2c(C3CCN(C(=O)c4ccc(F)c(Cl)c4)CC3)n[nH]c2=O)cc1	36.3%[activator]

Five consecutive records already listed, for reference:
molecule	12-LOX inh
O=C(Cc1cccc(C(F)(F)F)c1)N1CCN(c2nnc3ccc(Cl)cn23)CC1	41.7%[activator]
O=S(=O)(c1ccccc1Cl)N1CCCC1c1nncn1Cc1ccncc1 (stereo unspecified)	31.9%[activator]
CN1CCN(c2nc3c(s2)CN(C(=O)CCC2CCCC2)CC3)CC1	?
O=[S+]([O-])(c1ccc(Cl)cc1)c1nnn2c1nc(N1CCC(F)CC1)c1ccccc12	?
CC(=O)N1CCC(NC[C@H]2O[C@@H]3C[C@@H](CC(=O)NCc4cnn(C)c4)O[C@@H]3[C@@H]2O)CC1	-1.6%

Later entries.
molecule	12-LOX inh
O=C1NC(=NC2CCCC2)C2(CCCN(Cc3ccc(F)cc3)C2)N1c1cccnc1 (stereo unspecified)	11.7%[6.33 µM]
COc1ccc(CN2CCn3c(nnc3-c3ccccc3)C2)cc1	-0.4%[6.33 µM]
COc1ccc(CN2CCC(CO)(CCCc3ccccc3)CC2)c(Cl)c1OC	17.7%
Cc1ccc(-c2ncc[nH]2)o1	6.8%[12.5 µM]
COc1ccc(C2Cn3nnc(-c4noc(-c5cccs5)n4)c3CO2)cc1 (stereo unspecified)	6.1%
CC(=O)c1ccccc1NC(c1nnnn1-c1c(C)cccc1C)C1CC1 (stereo unspecified)	-0.7%
CC(=O)Nc1ccc(CN2CCC[C@H]2c2nc(-c3ccnc(NS(C)(=O)=O)c3)no2)cc1	?
Cc1ccc(CCNC(=O)c2cc3c(N4CCCC4)nc(C)cn3n2)cc1	-3.7%
COCC(=O)N(C)Cc1ccccc1C(F)(F)F	37.9%[176 µM]
O=C1c2cnc(-c3cncnc3)nc2OCCN1c1cccc(C(F)(F)F)c1	11.3%[176 µM]
O=C1CCCCCCCCCCCCCC1	6.4%[176 µM]
COc1cc(C)ccc1C(=O)N1CCC(Cn2cc(C3CC3)nn2)CC1	-4.1%

Three compounds from above, sorted by their value in 12-LOX inh, rising.
molecule	12-LOX inh
COc1cc(C)ccc1C(=O)N1CCC(Cn2cc(C3CC3)nn2)CC1	-4.1%
Cc1ccc(CCNC(=O)c2cc3c(N4CCCC4)nc(C)cn3n2)cc1	-3.7%
CC(=O)c1ccccc1NC(c1nnnn1-c1c(C)cccc1C)C1CC1 (stereo unspecified)	-0.7%

More results follow:
molecule	12-LOX inh
COc1ccc(C2Cn3nnc(C(=O)N4CCN(C(=O)c5cc(C)ccc5C)CC4)c3CO2)cc1 (stereo unspecified)	2.4%
C/C(=C/c1c[n+](Cc2ccc3c(c2)OCO3)c(N)[nH]1)Cn1[nH]c(=O)n(-c2ccccc2)c1=O	-1.1%
O=C(NC1CCCN(c2nc3ncccc3o2)C1)c1ccccc1F (stereo unspecified)	55.2%[activator]
O=C(CCNC(=O)c1cnccn1)NC1CCCc2c1[nH]c1ccccc21 (stereo unspecified)	?
O=C1NC[C@@H](CCC(=O)N2CCCC2)N2C[C@@H](NCc3ccc(F)cc3)C[C@@H]12	49.3%[activator][176 µM]
Cc1cn2nc(-c3nc(C4CCCN(C(=O)Cc5cccc(F)c5)C4)no3)cc2c(=O)[nH]1 (stereo unspecified)	7.5%
COc1ccc(N2C(=O)C3(CCCCC3)C2C(=O)NCCc2c(C)noc2C)cc1 (stereo unspecified)	8.5%
CCC(=O)N1CCC(O)(c2ccccc2)[C@H](N2CCCC2)C1 (stereo partly specified)	133.1%[activator]
CCn1nccc1C(=O)N1CC(n2cc(C(=O)NCC3CC3)nn2)C1	?
O=S1(=O)c2c(cccc2N2CCSCC2)Oc2ccccc2CN1Cc1cn(Cc2ccc(C(F)(F)F)cc2)nn1	-21.6%
O=C(CCC[C@@H]1[C@H]2CCCN3CCC[C@@H](CN1Cc1ccccc1)[C@@H]23)N1CCCC1	4.5%
